PP1 counter – blocks human PP1-alpha phosphatase, a PP5 counter-screen. AID 2235. inhibition, % at 6.7 µM. actives 0.9% (n = 320,000). purified PP1alpha, OMFP fluorescence;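 active means inhibition above the mean inhibition of all tested compounds plus 3 SD, computed separately for each screening campaign, cut at about 15% in these data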
PREPL inh – inhibits the human prolyl oligopeptidase-like enzyme. Q4J6C6. recombinant PREPL, fluorescence polarization activity-based probe. inhibition, % at 5.96 µM. actives 0.68% (n = 320,000); in the data active means inhibition above about 43%;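 further: 0% = enzyme with DMSO and 100% = wells lacking enzyme; many of its hits are not listed in these tables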
Target sequence (Q4J6C6 whole entry, looked up): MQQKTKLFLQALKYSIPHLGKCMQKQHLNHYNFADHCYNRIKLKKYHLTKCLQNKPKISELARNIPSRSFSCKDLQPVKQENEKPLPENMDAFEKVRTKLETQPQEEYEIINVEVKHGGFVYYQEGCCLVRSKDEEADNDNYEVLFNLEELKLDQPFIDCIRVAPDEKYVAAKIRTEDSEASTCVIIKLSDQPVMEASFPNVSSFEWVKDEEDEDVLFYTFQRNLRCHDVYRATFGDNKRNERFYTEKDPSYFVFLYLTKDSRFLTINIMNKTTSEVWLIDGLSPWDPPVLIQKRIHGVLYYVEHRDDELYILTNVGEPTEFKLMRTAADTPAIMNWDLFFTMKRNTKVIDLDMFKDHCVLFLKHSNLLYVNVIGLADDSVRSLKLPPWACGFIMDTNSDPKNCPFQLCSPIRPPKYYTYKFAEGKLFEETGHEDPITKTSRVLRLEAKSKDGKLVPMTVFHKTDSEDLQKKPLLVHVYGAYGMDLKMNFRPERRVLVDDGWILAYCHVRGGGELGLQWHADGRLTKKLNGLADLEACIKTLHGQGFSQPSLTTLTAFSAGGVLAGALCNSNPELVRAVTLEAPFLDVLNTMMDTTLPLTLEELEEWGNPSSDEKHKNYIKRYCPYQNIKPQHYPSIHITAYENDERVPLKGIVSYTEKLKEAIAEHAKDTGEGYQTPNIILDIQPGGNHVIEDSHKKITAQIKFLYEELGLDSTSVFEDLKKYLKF
ZTA DNA inh – counter-screen for EBNA-1 inhibitors: inhibitors of Epstein-Barr virus ZTA. actives 0.15% (n = 320,000). P03206. inhibition, % at 11 µM. ZTA-DNA binding, fluorescence polarization; in the data active means inhibition above about 33%
Target sequence (P03206 whole entry, looked up): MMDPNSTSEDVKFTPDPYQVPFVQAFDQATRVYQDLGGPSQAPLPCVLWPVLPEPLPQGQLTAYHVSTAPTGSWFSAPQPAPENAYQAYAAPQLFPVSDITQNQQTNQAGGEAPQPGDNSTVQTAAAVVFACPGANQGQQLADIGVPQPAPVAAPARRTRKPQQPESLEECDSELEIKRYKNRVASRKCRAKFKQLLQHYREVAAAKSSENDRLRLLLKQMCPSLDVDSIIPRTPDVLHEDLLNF
PP5 inh – PP5 (human) phosphatase inhibition; P53041; purified PP5c, OMFP substrate fluorescence; inhibition, % at 6.7 µM; actives 0.18% (n = 320,000); AID 1987;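 active means inhibition above the campaign's mean inhibition across all tested compounds plus 3 SD, cut at about 9.5% in these data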;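 further: 0% = DMSO only and 100% = 100 µM cantharidin control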
HCV core dimer – blocks dimerization of HCV core protein | TR-FRET GST/Flag-core106 dimerization, 1536-well | inhibition, % at 5 µM | actives 0.33% (n = 300,000);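 active means inhibition above the mean of all tested compounds plus 3 SD, set per screening campaign, cut at about 45% in these data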
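Test system: GST/Flag-tagged HCV core106 proteins; Medium: KF-containing HEPES buffer, pH 7.45, DTT, CHAPS, BSA; Times: compound-protein-antibody incubation 4 h at 22.5 °C; Detection: TR-FRET 671 and 617 nm emission; Benchmarks: wells lacking GST-core106 and wells with excess unlabelled core106.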
TPT1 inh – C. albicans TPT1 enzyme inhibition. actives 0.81% (n = 300,000). AID 1962. recombinant caTPT1, FP RNA substrate dephosphorylation. inhibition, % at 5 µM;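 active means inhibition above the mean of all tested compounds plus 3 SD, set per screening campaign, cut at about 24% in these data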;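 further: plate controls were DMSO alone for no effect and ferristatin control at 100 nM for full effect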
Efflux pump inh – antifungal efflux pump inhibition, Nile Red retention | S. cerevisiae Candida pump triplex | inhibition, % at 10 µM | actives 0.44% (n = 330,000) | AID 485275;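 active means plate passing quality check with inhibition over a set limit, or well fluorescence over plate mean plus 4 SD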;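 further: Nile Red retained in pooled yeast measured as flow cytometry median fluorescence; 0% = buffer negative control and 100% = Enniatin B positive control; higher means more Nile Red kept so more efflux inhibition; some compounds called inactive have numbers as strong as hits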
EBNA-1 inh – blocks EBNA-1 binding to DNA. EBNA-1 DNA binding, fluorescence polarization. inhibition, % at 14.8 µM. actives 0.34% (n = 300,000). AID 1950; in the data active means inhibition above about 28%
CTSL1 counter – cathepsin L1 inhibition, PFM18AAP counter-screen. recombinant F. hepatica cathepsin L1, Z-Leu-Arg-MCA fluorescence. inhibition, % at 5.96 µM. actives 0.49% (n = 300,000). AID 1906;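 active means inhibition above the mean of all tested compounds plus 3 SD, set per screening campaign, cut at about 17% in these data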;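 further: 0% = plate median of test compound wells and 100% = 1 µM Z-Phe-Ala-diazomethylketone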
Active calls of the source: *; . = not tested or not shown.

1. CCC1CN(C(=O)N2CCC(C(=O)NCCc3ccc(OC)c(OC)c3)CC2)c2ccccc2O1 (stereo not given)
2. Cc1ccc2c(c1)N(CC(=O)N1CCOCC1)C(=O)C(C)O2 (stereo not given)
3. O=C(Nc1cccc(Cl)c1)c1ccc(S(=O)(=O)NCC2CCCO2)cc1 (stereo not given)
4. COc1cccc(C2CC(c3ccc(C)cc3)n3ncnc3N2)c1 (stereo not given)
5. CCOCCCNC(=O)N[C@@H](Cc1ccccc1)C(=O)OC
6. CN1C(=O)c2cccc(N(C)C)c2C1=O
7. COc1ccc(NC(=O)/C(=C\c2ccco2)NC(=O)c2ccco2)cc1
8. Cc1ccc(-n2c(Cc3cccs3)nnc2SCC(=O)Nc2ccc(S(N)(=O)=O)cc2)cc1
9. COc1cccc2c(=O)n(CC(=O)Nc3ccc(F)cc3)ccc12
10. Cc1ccc(NC(=O)Cn2c(O)c(N=NC(N)=O)c3ccccc32)cc1

entry no.,1,2,3,4,5,6,7,8,9,10
PP5 inh,1.2,1.7,1.5,-0.5,-2.3,0.6,1.8,2.6,1.6,-2.4
CTSL1 counter,1,-3,-1,1,3,4,2,4,3,-3
ZTA DNA inh,-10,-5,2,6,-8,8,-2,0,1,1
HCV core dimer,-7,1,0,0,3,4,10,17,-6,-5
Efflux pump inh,0.1,0.4,0.0,0.0,-0.1,0.0,0.1,0.1,0.7,0.2
PREPL inh,9,-5,-5,-45,4,3,0,3,2,0
EBNA-1 inh,-28,-2,10,5,-2,5,5,-17,4,-11
TPT1 inh,-2,-7,-3,-1,-5,-4,-2,2,1,4
PP1 counter,-1,-3,0,-4,-4,-4,0,0,-1,-2

11. CN1C(=O)NC(c2cccc(F)c2)C2=C1CC(C)(C)CC2=O (stereo not given)
12. COc1ccc2c(c1OC)C(=O)N1C2SC(C)(C)[C@H]1C(=O)NC(C)C (stereo not given in full)
13. O=C(Cc1ccc(F)cc1)NCCc1ccccc1
14. Cc1ccc(CN(Cc2ccccc2)C(=S)NCC(=O)NCc2cccnc2)o1
15. CCCCCCc1cc2cc(S(=O)(=O)c3ccc(Cl)cc3)c(=O)oc2cc1O
16. CCC(CC)C(=O)Nc1cccc(SC)c1
17. Cc1ccc(-c2csc(NC(=O)N3CCOCC3)n2)cc1
18. Clc1ccc(CO/N=C2\CCCc3nonc32)c(Cl)c1
19. COc1ccc(Nc2nc(N)nc(CN3CCOCC3)n2)cc1
20. COc1ccc(CNC(=O)CCS(=O)(=O)c2cccc3nonc23)cc1

entry no.,11,12,13,14,15,16,17,18,19,20
PP5 inh,3.5,-0.8,1.5,-1.0,2.0,1.0,0.6,-0.1,4.4,1.4
CTSL1 counter,0,5,0,-3,5,0,-2,0,2,-4
ZTA DNA inh,-3,1,1,-18,-27,8,13,8,-30,-7
HCV core dimer,-1,3,-4,3,4,-1,-3,-3,-6,1
Efflux pump inh,-0.1,0.0,0.1,0.7,-0.1,-0.1,0.1,1.2,0.1,0.3
PREPL inh,-6,7,-8,14,-3,-3,4,15,3,0
EBNA-1 inh,-6,14,-6,-7,-10,0,-4,2,-7,-1
TPT1 inh,-1,-3,2,0,11,1,-5,-2,2,-1
PP1 counter,2,-1,1,6,0,-2,3,0,1,-1

21. CCOC(=O)C1CCN(Cc2cccc(OCc3ccccc3)c2)CC1
22. COc1ccc(Cn2c(-c3ccco3)nc3oc4cc(OC)ccc4c(=O)c3c2=O)cc1
23. O=C1C2C(C(=O)N1c1ccccc1)N1CCCN1C2c1ccccc1 (stereo not given)
24. FC(F)(F)c1cc(Cl)c2nnc(-c3cccnc3)n2c1
25. O=C(NCCCN1CCN(CCCNC(=O)c2cccc([N+](=O)[O-])c2)CC1)c1cccc([N+](=O)[O-])c1
26. Cc1ccc(S(=O)(=O)CNC(=S)c2ccc3ccccc3c2)cc1
27. Cc1cccn2c(=O)c(/C=C(\C#N)C(N)=O)c(Oc3ccccc3)nc12
28. CCN1CCN(c2cc(C)c3cc(NC(=O)c4cccnc4Cl)ccc3n2)CC1
29. COCCC(=O)N1CCC(Oc2ccc(C(=O)N(C)CCCC3CCCC3)cc2)CC1
30. COc1ccc2cc(C#N)c(NC(C)C)nc2c1

entry no.,21,22,23,24,25,26,27,28,29,30
PP5 inh,2.3,0.1,2.0,0.6,-2.9,4.8,-0.9,-1.1,2.2,3.9
CTSL1 counter,-1,0,-1,-2,-1,7,-1,2,-1,4
ZTA DNA inh,3,18,-11,10,-3,3,9,7,4,-1
HCV core dimer,11,32,-4,-2,-1,5,2,1,1,-4
Efflux pump inh,0.1,0.3,0.0,-0.1,0.0,0.3,0.0,0.0,0.3,-0.1
PREPL inh,11,3,9,3,15,-89,5,-3,4,-2
EBNA-1 inh,9,5,1,-1,9,13,7,-9,-4,-1
TPT1 inh,1,6,-2,-4,-2,0,-4,2,1,-1
PP1 counter,3,3,-2,-2,-3,4,2,-1,1,1

31. CC(C)(C)NC(=O)NC(=O)CN1CCN(c2ccccc2O)CC1
32. CCc1ccc2n(-c3ccc(OC)cc3)c([S-])c(C(=O)Nc3cc(C)cc(C)c3)[n+]2c1
33. Cc1ccccc1N1CCN(C2CCCN(C(=O)c3ccccn3)C2)CC1 (stereo not given)
34. O=c1ccc(/C=C/c2ccccc2)nn1Cc1ccc(Cl)cc1Cl
35. CCOc1ccc(-n2c(C)cc(/C=N/Nc3nc(C)cc(=O)[nH]3)c2C)cc1
36. Cc1ccc(N2C(=NC(=O)c3ccccc3)SC3CS(=O)(=O)CC32)cc1 (stereo not given)
37. CCn1cc(CN2CCC(C(=O)Nc3ccc(Oc4ccccc4F)cc3)CC2)c(C)n1
38. O=C(Nc1ccccc1N1CCN(C(=O)c2ccc(Cl)cc2)CC1)c1cc2ccccc2o1
39. COc1ccc(CNC(=O)CSc2nnc(C(F)(F)F)n2C)cc1
40. Oc1ccc(Cl)cc1CNc1nccs1

entry no.,31,32,33,34,35,36,37,38,39,40
PP5 inh,-0.8,-1.3,2.1,-0.2,-0.7,0.5,-0.8,4.6,1.2,1.6
CTSL1 counter,2,-5,-4,-4,0,2,-1,0,-4,3
ZTA DNA inh,8,15,13,0,7,3,-3,0,-7,-2
HCV core dimer,5,11,8,2,18,1,2,42,1,-7
Efflux pump inh,-0.1,0.0,-0.1,0.1,0.0,0.0,1.3,0.2,-0.1,0.2
PREPL inh,0,1,14,-7,29,2,8,-52,0,8
EBNA-1 inh,2,-7,4,-17,5,-5,9,-13,-2,-13
TPT1 inh,4,8,1,2,0,2,1,-4,-3,-1
PP1 counter,-2,-2,-7,-11,10,0,-3,12,-1,0

41. Cc1cc(C)cc(NC(=O)CN2C(=O)COc3ccc(S(=O)(=O)N4CCCC4)cc32)c1
42. Cn1cc(/C=C(\NC(=O)c2ccccc2)C(=O)NCCCN2CCOCC2)c2ccccc21
43. Cc1cccn2c(=O)c3cc(C#N)c(=NC(=O)c4cccs4)n(CCCOC(C)C)c3nc12
44. COCc1cc(=O)[nH]c(Sc2c(-c3ccccc3)c3ccc(Cl)cc3[nH]c2=O)n1
45. CCN(CC)c1ccc(/C=C(\C#N)C(=O)NCc2ccco2)cc1
46. CCOC(=O)CCC(NC(=O)c1ccccc1C(=O)NC(CCC(=O)OCC)C(=O)OCC)C(=O)OCC (stereo not given)
47. CC1(C)CC(=O)C(CO)=C(c2cccc3ccccc23)C1=O
48. O=S(=O)(c1cccc2nsnc12)N1CCN(c2ccc(F)cc2)CC1
49. COc1ccccc1CNC(=O)Cc1ccccc1
50. COC(=O)[C@@H](NC(=O)NCCC1=CCCCC1)C(C)C

entry no.,41,42,43,44,45,46,47,48,49,50
PP5 inh,-2.8,1.8,1.6,1.6,4.8,-2.8,0.4,0.1,2.4,-0.3
CTSL1 counter,0,1,2,5,23*,-1,.,1,-1,2
ZTA DNA inh,-6,13,-19,-9,3,0,-4,-6,-2,1
HCV core dimer,1,-6,25,-10,-10,4,.,3,10,1
Efflux pump inh,0.0,0.0,0.0,-0.1,-0.5,0.3,-0.1,0.0,-0.1,-0.1
PREPL inh,3,-5,1,17,6,13,3,-10,-3,-7
EBNA-1 inh,-8,1,8,7,6,1,.,5,3,5
TPT1 inh,0,3,-10,-3,110*,4,.,2,-1,-2
PP1 counter,-5,-2,-2,3,1,-1,-3,0,-3,-1

6 compounds picked at random from those above:
41. Cc1cc(C)cc(NC(=O)CN2C(=O)COc3ccc(S(=O)(=O)N4CCCC4)cc32)c1
45. CCN(CC)c1ccc(/C=C(\C#N)C(=O)NCc2ccco2)cc1
44. COCc1cc(=O)[nH]c(Sc2c(-c3ccccc3)c3ccc(Cl)cc3[nH]c2=O)n1
49. COc1ccccc1CNC(=O)Cc1ccccc1
50. COC(=O)[C@@H](NC(=O)NCCC1=CCCCC1)C(C)C
48. O=S(=O)(c1cccc2nsnc12)N1CCN(c2ccc(F)cc2)CC1

entry no.,41,45,44,49,50,48
PP5 inh,-2.8,4.8,1.6,2.4,-0.3,0.1
CTSL1 counter,0,23*,5,-1,2,1
ZTA DNA inh,-6,3,-9,-2,1,-6
HCV core dimer,1,-10,-10,10,1,3
Efflux pump inh,0.0,-0.5,-0.1,-0.1,-0.1,0.0
PREPL inh,3,6,17,-3,-7,-10
EBNA-1 inh,-8,6,7,3,5,5
TPT1 inh,0,110*,-3,-1,-2,2
PP1 counter,-5,1,3,-3,-1,0

Three compounds already listed, ordered by their value in PREPL inh, high to low:
no.	SMILES	PREPL inh
23	O=C1C2C(C(=O)N1c1ccccc1)N1CCCN1C2c1ccccc1 (stereo not given)	9
9	COc1cccc2c(=O)n(CC(=O)Nc3ccc(F)cc3)ccc12	2
3	O=C(Nc1cccc(Cl)c1)c1ccc(S(=O)(=O)NCC2CCCO2)cc1 (stereo not given)	-5

Next part:
51. CCc1nc2c(sc3nc4c(cc32)COC(C)(C)C4)c(=O)n1Cc1ccccc1
52. CCOc1ccccc1N(C(=O)Nc1ccc(Cl)cc1)C1=NCCS1
53. CCC(=NCCc1ccccc1)C1=C(O)CCC1=O
54. COc1cc(NC(=O)CCCNC(=O)c2ccc(Cl)cc2)cc(OC)c1
55. CC(C)(C)C(=O)Nc1cccc(-c2nnc(-c3cccc(NC(=O)C(C)(C)C)c3)o2)c1
56. Cc1cccc(OCCn2ccnc2)c1
57. Cn1c(N)c(C(=O)CSc2nnc(C3CC3)n2Cc2ccccc2)c(=O)[nH]c1=O
58. O=C(CN1CCOCC1)N/N=C/c1ccc(-c2ccc(Br)cc2)o1
59. O=C(NNS(=O)(=O)c1ccc(F)cc1)C1CCN(S(=O)(=O)c2ccccc2)CC1
60. Cn1[nH]c(=O)c2ccccc2c1=O
61. CC(C)NC(=O)c1ccccc1-c1nc(-c2ccccc2Cl)no1

entry no.,51,52,53,54,55,56,57,58,59,60,61
PP5 inh,0.2,2.1,3.7,0.2,1.3,-0.7,1.9,-0.2,1.6,0.0,-1.6
CTSL1 counter,0,-3,-3,1,-1,1,.,2,4,-1,-3
ZTA DNA inh,4,1,7,5,-14,4,-4,-8,-25,-3,6
HCV core dimer,3,11,-1,-3,6,8,.,0,-5,-1,-7
Efflux pump inh,-0.2,0.0,0.1,-0.1,-0.1,-0.1,0.2,0.0,0.0,-0.1,-0.1
PREPL inh,3,2,2,-2,3,-1,7,0,8,1,-12
EBNA-1 inh,0,9,-12,-10,-4,3,.,12,-7,4,5
TPT1 inh,-1,-1,2,3,-4,-1,.,3,-3,0,3
PP1 counter,-1,-7,-1,0,-8,-2,7,-4,-1,-1,-1

Some of the compounds tested (hit frequency here may not be typical).
